# ELG1 repair inh: qHTS screen for small molecules that inhibit ELG1-dependent DNA repair in human embryonic kidney (HEK293T) cells expressing luciferase-tagged ELG1. Potency, µM (doses to about 46.1 µM), inactives show at the highest dose activity change, negative = inhibition, actives largely listed as inhibitors. 2.3% of 330,000 active. HEK293T ELG1-luciferase reporter, luminescence, 16 h; DNA damage induced by 5-fluorouridine; note: potency is the fitted concentration of half-maximal effect; % is set by controls: 0 for no effect and ±100 for the full control effect; nearly all actives have a fitted effect of over 55% in size
#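 HEK293T cells expressing luciferase-tagged ELG1 (2,000/well) received 5-Fluorouridine plus compound or DMSO for 16 hr at 37 °C. Luciferase was read by ONE-Glo luminescence after 30 min at room temperature.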
# TSHR antag: Antagonists of the Thyroid Stimulating Hormone Receptor: HTS campaign; Thyrotropin receptor (Homo sapiens), P16473; TSHR-expressing cells, TSH-stimulated cAMP HTRF, 2 h; hits give low values; activity change, negative = inhibition, % at 11.5 µM; 0.2% of 330,000 active;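 active = activity change below a set negative limit, meaning inhibition stronger than a set level, cut at about -70% in these data; inconclusive = activity change between two set negative limits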; note: % is set by controls: 0 for no effect and ±100 for the full control effect
# Target sequence (P16473 whole entry, looked up): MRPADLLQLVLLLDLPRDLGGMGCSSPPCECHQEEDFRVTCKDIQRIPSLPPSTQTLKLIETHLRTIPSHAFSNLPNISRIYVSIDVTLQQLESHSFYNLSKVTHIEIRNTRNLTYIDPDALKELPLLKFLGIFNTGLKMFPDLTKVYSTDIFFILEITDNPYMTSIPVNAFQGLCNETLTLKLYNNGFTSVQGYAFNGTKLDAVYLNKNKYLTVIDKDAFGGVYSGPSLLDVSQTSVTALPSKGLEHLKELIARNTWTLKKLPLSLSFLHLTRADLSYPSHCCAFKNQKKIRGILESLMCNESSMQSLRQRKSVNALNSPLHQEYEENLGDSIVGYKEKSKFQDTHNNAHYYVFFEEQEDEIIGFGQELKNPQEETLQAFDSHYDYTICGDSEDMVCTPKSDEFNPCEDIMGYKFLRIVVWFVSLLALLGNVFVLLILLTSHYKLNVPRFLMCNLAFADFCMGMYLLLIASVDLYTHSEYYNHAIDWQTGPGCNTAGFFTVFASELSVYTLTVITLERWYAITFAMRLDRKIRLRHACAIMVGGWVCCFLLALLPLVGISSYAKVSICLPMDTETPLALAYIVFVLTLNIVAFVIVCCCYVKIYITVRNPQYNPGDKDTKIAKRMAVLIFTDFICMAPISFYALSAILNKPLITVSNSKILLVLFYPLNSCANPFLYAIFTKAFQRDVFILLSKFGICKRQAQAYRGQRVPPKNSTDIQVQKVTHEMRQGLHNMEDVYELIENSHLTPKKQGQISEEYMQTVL
#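 Cell-based HTRF cAMP assay; TSHR cells + compound, TSH EC80 (4nM final), 2 h, 37 deg C. Lysis with anti-cAMP cryptate and cAMP-d2, 30 min RT, read 665/620 nm.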
# USP2a block: qHTS Assay for Inhibitors of Ubiquitin-specific Protease USP2a Using CHOP2 as the Reporter; Potency, µM (top dose mostly 38.3 µM), inactives show at the highest dose activity change, negative = inhibition, most hits filed as inhibitors; USP2 core, Ub-CHOP2 coupled fluorogenic reporter, 485/531; Ubiquitin carboxyl-terminal hydrolase 2 (Homo sapiens), O75604; 0.01% of 330,000 active;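 note: potency is the fitted concentration of half-maximal effect; plate controls were DMSO wells for no effect and full inhibition by NEM control for full effect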
#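 Deubiquitinase activity read as fluorescence (485/531 nm) after Ub-CHOP2 cleavage activates the enterokinase reporter on its substrate; USP2 core 10nM, Ub-CHOP2 and substrate 25nM each, 30min compound preincubation then 60min RT; data normalized to NEM, curves fitted.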
# KCNH2 3.1 block: qHTS for Inhibitors of KCHN2 3.1: Mutant qHTS; Potassium voltage-gated channel subfamily H member 2, brain isoform KCNH2 3.1 (human); U2OS KCNH2 3.1, thallium flux FluxOr; hits give low values; activity change, % (tested at about 1.8 µM); 0.95% of 340,000 active;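 active = maximum activity change below -70%; inconclusive = maximum activity change from -70% to -50%; inactive = maximum activity change above -50%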;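 note: thallium influx rate constant from kinetic fluorescence after stimulation buffer; % is set by controls: 0 for no effect and ±100 for the full control effect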
#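 We transduce U2OS cells with the mutant 3.1 virus, culture them overnight, load FluxOr with Red40 quencher for 45 min, then add stimulation buffer and read kinetically for 2 min to derive a normalized rate constant.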
# TRPV1 ag: HTS Assay for Compounds that Act as Agonists of the Vanilloid Receptor 1. 0.19% of 320,000 active. Transient receptor potential cation channel subfamily V member 1 (Homo sapiens), Q8NER1. AID 540275, 2011. activation, % at 8.33 µM. TRPV1-expressing cells, Fluo-8 calcium influx, agonist mode; in the data active = activation above about 80%; inconclusive = between about 30% and that limit; note: 0% is about no effect
#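 Cells expressing TRPV1 were dye-loaded with Fluo-8 and read kinetically: 10 s baseline, 3 min after compound (agonist portion), then 2 min after EC20 capsaicin (allosteric enhancer portion). Calcium-bound dye fluorescence at 480/520 nm.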
# KCNH2 WT inh: qHTS for Inhibitors of KCHN2 3.1: Wildtype qHTS; 0.37% of 340,000 active; activity change, % at 1.84 µM; U2OS, BacMam KCNH2, thallium flux FluxOr; hits give low values; Voltage-gated inwardly rectifying potassium channel KCNH2 (Homo sapiens), Q12809;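 active = maximum activity change below -70%; inconclusive = maximum activity change between -70% and -50%; inactive = maximum activity change above -50%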; note: % is set by controls: 0 for no effect and ±100 for the full control effect
#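 U2OS cells transduced with wild-type KCNH2 virus are loaded with FluxOr dye for 45 min, and thallium flux is measured in kinetic reads before and after stimulation buffer. Rate constants are normalized to DMSO controls.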
# Mito fusion yeast: qHTS Assay for Small Molecule Inhibitors of Mitochondrial Division or Activators of Mitochondrial Fusion. 0.23% of 320,000 active. AID 485298, 2010. Potency, µM (titrated, usually from 46.1 µM), for the others: at the highest dose growth rescue (activation), usual class: activators. S. cerevisiae fusion-defective mutant growth rescue, CellTiterGlo 48 h;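 note: potency is the fitted concentration of half-maximal effect; % of control where 0% means no effect; nearly all actives have a fitted effect of over 45% in size; temperature-sensitive fusion mutants such as fzo1-1 at 37 °C on non-fermentable ethanol glycerol medium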
#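 Compounds are tested for their ability to restore growth of mitochondrial fusion-defective yeast strains at non-permissive 37C in YPEG medium over 48 hours. Viability is quantified by luciferase luminescence.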
# A-T KAP1 phos: qHTS Assay for Identifying a Potential Treatment of Ataxia-Telangiectasia | […] A-T fibroblasts, KAP-1 phosphorylation AlphaLISA; neocarzinostatin DNA damage 30 min before lysis | Potency, µM (series often up to 57.5 µM), inactives show at the highest dose activation, actives largely listed as activators | 0.19% of 320,000 active | AID 485349, 2010; note: potency is the fitted concentration of half-maximal effect; % of control where 0% means no effect; nearly all actives have a fitted effect of over 45% in size
#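 hTERT-immortalized A-T patient fibroblasts ([…]), 500 cells/well in OPTI-MEM, 1% FBS, got compounds for 60 min, then NCS for 30 min at 37C. Lysates were then assayed for phospho-KAP-1 by AlphaLISA (anti-pKAP1 donor, anti-KAP1 acceptor beads), 6 hr at 25C.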
# TCR act: Activators of T cell receptors: qHTS campaign | 330,000 tested, under 10 active | Potency, µM (highest dose often 9.22 µM), without a hit: top-dose activation of IL-2 secretion, usual class: activators | primary human leukocytes, anti-CD3, IL-2 HTRF, 48 h | AID 504894, 2011; note: % of control where 0% means no effect
#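 TCR engagement came from a-CD3 beads alone, with compounds added to primary human leukocytes for 48 hr. Secreted IL-2 bridged europium cryptate- and d2-labelled anti-IL-2 antibodies, giving FRET emission at 665nm after 320nm excitation.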
# Eya2 inh: qHTS Assay for Inhibitors of the Phosphatase Activity of Eya2; Protein phosphatase EYA2 (Homo sapiens), O00167; recombinant Eya2, OMFP fluorescence dephosphorylation (OMFP is methylfluorescein phosphate); Potency, µM (highest dose often 76.9 µM), inactives show at the top dose activity, negative = inhibition, actives largely listed as inhibitors; 0.006% of 330,000 active; AID 488837, 2010; note: potency is the fitted concentration of half-maximal effect; % is set by controls: 0 for no effect and ±100 for the full control effect
#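 Eya2 protein (added as 0.2 uM solution) was preincubated with compound for 10 min at ambient temperature in 50 mM HEPES pH 7.5, 50 mM NaCl, 5 uM MgCl2, 0.05% BSA, 1 mM DTT. OMFP (added at 50 uM) then reacted 10 min; fluorescence read at 485/525 nm.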
# * hit, by the source's call; ? = inconclusive; nt = not tested or not shown; [ ] = another dose, or the depositor's remark. Unless noted, calls come from the whole dose curve; as a rule, active = well fitted curve in the direction sought with a large enough effect; inconclusive = small, poorly fitted or top-dose-only effect, or another doubt; inactive = no such curve, though single readings can be large; an effect the other way counts as inactive or inconclusive. Only part of the results is shown, so the mix of outcomes need not match the whole.
SMILES,ELG1 repair inh,TSHR antag,USP2a block,KCNH2 3.1 block,TRPV1 ag,KCNH2 WT inh,Mito fusion yeast,A-T KAP1 phos,TCR act,Eya2 inh
Cc1ccc(S(=O)(=O)/N=C(\N)Nc2nc(C)c3ccccc3n2)cc1,-4.3%,7.8,7.8%,7.9,0.0,-2.5,1.7%,-9.6%,-3.1%[46.1 µM],5.9%
CCOc1ccc(Nc2nc(Cc3nnc(SCC(=O)NCc4ccco4)n3CC)cs2)cc1,-17.0%,-2.1,0.2%,-1.0,3.6,-0.9,-3.0%,4.4%,-0.3%,-29.0%
COCCNC(=O)CS(=O)Cc1nc(-c2ccc(OC)cc2)oc1C (stereo not drawn),11.0%,-0.7,3.5%,1.8,2.0,-16.7,-1.1%,9.3%,-7.6%,5.0%
CC(C(=O)NC1CCCC1)N(Cc1ccc2c(c1)OCO2)C(=O)c1snc(C(N)=O)c1N (stereo not drawn),?,23.0,0.6%,0.6,-2.1,-0.2,-2.8%,9.2%,2.1%,15.6%
COc1ccc(N2CCN(C(=O)c3cccc(S(=O)(=O)N4CCCc5ccccc54)c3)CC2)cc1,?,-0.7,0.7%,-1.1,3.5,-10.9,12.2%,1.9%,13.1%,1.6%
COc1ccc(-c2noc(CCC(N)=O)n2)cc1OC,?,5.7,1.9%,18.8,5.1,9.4,-5.8%,3.7%,-2.7%,-30.8%
COC(=O)NCC12CC3CC(C1)CC(CNC(=O)OC)(C3)C2,-8.2%,-18.6,0.0%,-4.9,-0.2,1.6,-0.2%,-0.3%,nt,12.7%
CS(=O)(=O)c1ccc2nc(NC(=O)c3ccco3)sc2c1,?,8.5,2.8%,4.5,0.8,-2.5,9.1%,3.8%,-4.6%[46.1 µM],-1.4%
O=C(N/C(=C/c1cccnc1)C(=O)N1CCOCC1)c1ccccc1,11.6%,-1.8,4.2%,-0.7,4.4,11.2,-2.9%,7.4%,0.0%[46.1 µM],0.8%
O=C(NCCC(=O)N1CCN(S(=O)(=O)c2ccc(F)cc2)CC1)Nc1ccccc1,?,3.6,2.1%,26.9,2.2,2.5,-1.9%,14.8%,1.7%,8.1%
Cn1cc([N+](=O)[O-])c(C(=O)N/N=C/c2ccncc2)n1,-0.9%,2.0,0.4%,8.1,-4.0,-9.8,0.0%,-2.2%,5.4%,-6.8%
O=C(Cn1nnc(-c2ccccc2F)n1)Nc1cccc2ncccc12,-10.0%,4.4,1.1%,-8.0,2.6,-4.2,-5.1%,?,-4.2%,6.0%
Cc1nnc(SCC(=O)NNC(=O)CC#N)[nH]c1=O,11.8%,-2.5,3.5%,-7.1,0.5,4.6,-7.8%,1.6%,-1.9%[46.1 µM],0.4%
CCOc1ccc(-n2c(N)c(C(=O)NCc3ccco3)c3nc4ccccc4nc32)cc1,-19.6%,-8.3,2.4%,-10.2,-0.7,6.3,0.5%,nt,-2.6%,0.9%
Cc1cccc(CS(=O)(=O)Cc2ccc(C(=O)NC3CCCCC3)o2)c1,-24.6%,3.0,1.1%,-17.9,5.2,-0.9,-12.4%,-4.3%,6.7%,7.1%
CSCCC(NC(=O)c1ccc(C(C)(C)C)cc1)C(=O)OCC(=O)N1CCCC1=O (stereo not drawn),?,-5.5,-1.1%,-4.5,3.9,-2.7,-0.4%,-1.6%,-3.9%,19.8%
Cc1ccc(Cl)cc1N1CCN(CC(=O)Nc2ccc3[nH]c(=O)[nH]c3c2)CC1,?,9.9,0.5%,15.1,-3.7,-5.8,5.1%,-8.4%,4.1%,9.4%
CCC(=O)Nc1nc(C)c(-c2csc(Nc3ccc(C(=O)O)cc3)n2)s1,0.5%,-13.3,2.6%,9.3,-2.2,-6.8,-1.3%,0.4%,-6.7%,-18.8%
Cc1noc(C)c1S(=O)(=O)N1CCC(C(=O)N2CCC(N3CCCCC3)CC2)CC1,22.7%,15.1,-0.5%,19.0,nt,-9.7,-2.9%,1.1%,1.5%,-2.9%
Cc1c(C=O)c2ccccc2n1CC(=O)NCc1ccc2c(c1)OCO2,10.3%,-18.8,-1.3%,-389.7*,1.8,-2.5,-5.4%,4.1%,10.2%,-2.5%
COc1ccc([N+](=O)[O-])cc1N(CC(=O)NCCC1=CCCCC1)S(C)(=O)=O,-10.6%,-4.5,-1.5%,9.3,8.8,2.0,-0.8%,3.7%,2.8%[46.1 µM],4.0%
CCc1ccc2oc(C(=O)Nc3nonc3C)c(C)c2c1,?,-7.2,2.6%,-3.3,?,12.8,30.9%,-2.9%,-9.5%,-15.5%
O=C(CCC1COc2ccccc2O1)NCc1ccco1 (stereo not drawn),3.3%,0.9,-0.4%,-5.8,0.1,-6.5,-2.9%,3.2%,0.1%,14.8%
CC(C)C(NS(=O)(=O)c1ccccc1)C(=O)OCc1cc([N+](=O)[O-])cc2c1OCOC2 (stereo not drawn),5.5%,8.4,1.4%,13.1,8.2,26.1,11.1%,-0.6%,-4.7%[46.1 µM],-10.0%
Cc1noc(C)c1COc1ccc(C(=O)OCC(=O)NCCN2C(=O)CSC2=O)cc1,?,-1.1,3.0%,-15.3,4.0,2.1,12.4%,1.6%,7.1%,-3.9%
CN(C)CCN(C(=O)c1ccc(S(=O)(=O)N(C)c2ccccc2)cc1)c1nc2cc3c(cc2s1)OCCO3,?,-5.2,6.4%,-16.3,1.8,-2.1,7.4%,12.4%,6.8%,9.4%
CCN(C(=O)CSc1ncccn1)c1cccc2ccccc12,0.0%,37.4,-1.1%,-1.4,nt,-7.6,nt,8.4%,nt,5.5%
Cc1cc(C)c(S(=O)(=O)NCCCn2ccnc2)c(C)c1,-13.4%,4.5,4.8%,43.9,-2.6,11.3,-1.6%,6.9%,3.9%[46.1 µM],2.8%
Cc1ccc(OCC(=O)Nc2ccccc2F)cc1C,?,20.7,0.0%,-1.3,26.6,-6.8,13.4%,2.3%[11.5 µM],-8.9%,3.1%
CC(C)NC(=O)c1ccc2c(=O)n(CC3CCCO3)c(=S)[nH]c2c1 (stereo not drawn),-10.9%,21.5,-0.6%,-5.0,-8.5,-9.3,13.7%,2.9%,-2.0%,5.8%
Clc1c(-c2nnc3n2CCC3)sc2ccccc12,?,-10.0,-6.7%,13.4,-3.1,4.3,5.7%,1.3%,0.8%,-16.9%
COc1ccc(C(=O)NC(=S)Nc2cccnc2)cc1[N+](=O)[O-],3.1%,5.3,0.7%,-7.9,1.8,-5.0,-9.6%,20.2%,-8.9%,9.0%
N#C/C(=C/c1ccc(Oc2ccc([N+](=O)[O-])cn2)cc1)C(=O)N1CCOCC1,?,0.5,1.1%,1.2,8.3,-13.4,1.3%,-3.4%,4.1%[46.1 µM],0.7%
Cc1ccc(NC(=O)c2ccccc2-c2ccccc2C(=O)O)cc1C,-16.1%,-2.2,4.2%,7.9,-1.8,-24.0,-1.8%,2.1%,7.9%,7.6%
Cc1ccc(S(=O)(=O)N2[C@@H](c3ccc(C(C)(C)C)cc3)C(C(=O)O)=CC[C@H]2c2cccc(Cl)c2)cc1,-19.1%,-1.2,?,5.3,nt,10.7,nt,8.5%,-10.3%,1.8%
Cc1ccc(C)c(S(=O)(=O)N2CCCOC2CNC(=O)C(=O)NCc2cccs2)c1 (stereo not drawn),-25.9%,2.0,0.8%,nt,1.3,-2.3,-2.2%,-4.8%,-4.9%,0.7%
CCCNC(=O)C(Cc1cccc(C#N)c1)NC(=O)c1cccc([N+](=O)[O-])c1 (stereo not drawn),11.5%,6.8,0.6%,nt,-2.8,nt,-4.9%,nt,4.7%,-10.7%
N/C(=N\OC(=O)c1ccc2ccccc2c1)c1ccccc1Cl,?,-21.8,3.4%,-22.9,1.6,-21.2,-19.7%,9.1%,-2.4%,-1.7%
COc1ccc(N(C(=O)c2cccc(OC)c2OC)C2C=CS(=O)(=O)C2)c(OC)c1 (stereo not drawn),16.9%,0.2,2.7%,7.4,-3.0,0.7,-0.1%,5.2%,-4.0%,11.3%
O=C(Nc1ccc(S(=O)(=O)NCCc2ccccc2)cc1)c1ccco1,-16.7%,15.6,2.3%,7.5,9.7,-6.4,2.3%,-1.4%,-1.4%,-5.2%
Oc1ccccc1-c1nnc2n1CCCCC2,-7.8%,-5.2,3.0%,3.5,-7.9,2.5,9.4%,23.5%,-2.3%,5.4%

# Assay outcomes from PubChem.
